Source: PubChem BioAssay (several laboratories)
MITF TRPM1 inh = inhibitors of MITF-dependent TRPM1 promoter reporter, primary screen, cell-based, SK-MEL-5, single point, luciferase; SK-MEL-5 TRPM1 promoter luciferase, 24 h; hit rate 0.83% among 330,000; AID 488899, 2010; inhibition, % at 12.5 µM;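 active = mean inhibition across replicates of 60% or more, whatever share of single replicates reaches that level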; note: values of inactives mirror those of a sister screen read the other way
Shn3 3UTR inh = reduction of Shn3 3'UTR firefly luciferase signal, primary screen, Schnurri-3 inhibitor project, cell-based, Clone20 osteoblasts, set 2 | inhibition, % at 12.5 µM | Clone20 osteoblast Shn3 3'UTR firefly luciferase, 24 h | hit rate 0.52% among 360,000;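 active = mean inhibition of at least 75% with every replicate also reaching 75%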;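 note: 0% = median of neutral control wells and 100% = pilot-screen positive control compound; some compounds past the cut are filed as inactive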
CF NFkB inh = inhibitors of PAF-induced NF-kB signaling, primary screen, cell-based, GFP fluorescence, uHTS | KKLEB NF-kB-GFP reporter, GFP fluorescence overnight | inhibition, % at 5 µM | hit rate 0.86% among 360,000;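 active = at least 50% inhibition at 5 µM, scaled per plate between neutral and stimulator controls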;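 note: PAF is a Pseudomonas aeruginosa culture filtrate used as stimulus; plate controls were PAF-stimulated DMSO wells for no effect and unstimulated DMSO wells for full effect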
HIF-2a block = HIF-2a reporter inhibitors, primary screen, luminescence, 786-0 RCC cells. inhibition, % at 18.8 µM. 786-0 RCC cells HIF-2a reporter, luciferase luminescence, overnight. hit rate 0.72% among 360,000;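 active = inhibition of the luminescence signal of 40% or more relative to plate controls, in a single-dose primary screen at 18.75 µM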
NR2E3 ag-1 = inhibitors of NR2E3-RetCOR corepressor binding, primary screen, NR2E3 agonist project, biochemical, TR-FRET, GST-NR2E3, biotin-RetCOR; 1536-well; AID 2300, 2010; inhibition of corepressor binding, % at 4.78 µM; hit rate 0.12% among 320,000; Photoreceptor-specific nuclear receptor (Homo sapiens), Q9Y5X4;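 active = percent inhibition above the cutoff of mean plus 3 SD of all tested compounds, set per screening campaign, cut at about 20% in these data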;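 note: 0% = DMSO wells and 100% = biotin wells as full block of FRET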
Target sequence (Q9Y5X4 whole entry, looked up): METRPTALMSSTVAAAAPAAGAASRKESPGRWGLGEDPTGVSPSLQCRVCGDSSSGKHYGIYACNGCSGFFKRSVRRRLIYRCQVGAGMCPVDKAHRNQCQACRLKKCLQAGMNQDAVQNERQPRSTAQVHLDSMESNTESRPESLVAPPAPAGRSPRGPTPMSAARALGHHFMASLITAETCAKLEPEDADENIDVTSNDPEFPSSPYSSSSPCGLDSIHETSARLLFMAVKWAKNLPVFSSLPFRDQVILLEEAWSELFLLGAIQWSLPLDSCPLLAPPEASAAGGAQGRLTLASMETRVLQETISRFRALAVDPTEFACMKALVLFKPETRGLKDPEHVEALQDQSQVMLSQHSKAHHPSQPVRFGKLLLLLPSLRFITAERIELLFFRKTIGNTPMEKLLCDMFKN
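Material: NR2E3–RetCOR corepressor complex / Incubation: Compound–protein incubation for 5 h at 4 °C / Dosing: compound at 4.8 µM, single dose / Detection: time-resolved FRET / Benchmarks: high control biotin, low control 0.6% DMSO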
KKLEB cytotox = cytotoxicity in KKLEB CF airway cells, primary screen, cytotoxicity control for CF NF-kB inhibitor project, cell-based, uHTS, fluorescence assay plates; activity change (cytotoxicity), % at 5 µM; hit rate 0.36% among 360,000; AID 602141, 2011; KKLEB CF airway cells viability, ATPlite luminescence, overnight; stronger effect = lower value; cells stimulated with P. aeruginosa culture filtrate;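 active = corrected activity change at or below -50% at 5 µM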
NR2E3 ag-2 = NR2E3 agonists in two-hybrid cells, primary screen, cell-based, luminescence, CHO-S, Gal4-NCOR/VP16-NR2E3 | hit rate 0.35% among 360,000 | Photoreceptor-specific nuclear receptor (Homo sapiens), Q9Y5X4 | inhibition of corepressor binding, % at 3.98 µM | luciferase | AID 602229, 2012;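 active = inhibition above the mean of all tested compounds plus 3 SD, cut at about 70% in these data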;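 note: 0% = DMSO with NR2E3 transfected cells and 100% = cells lacking NR2E3 construct; higher means lower luciferase signal from less NR2E3 corepressor binding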
TWEAK-Fn14 inh = inhibitors of TWEAK-Fn14 signaling, primary screen, luciferase reporter cells, uHTS; AID 1159606, 2016; hit rate 2% among 360,000; TWEAK-stimulated Fn14 reporter cells, luciferase luminescence, 8 h; inhibition, % at 10 µM; in the data active = inhibition above about 50%
Peg3 prom inh = Peg3 promoter-driven luciferase inhibitors, primary screen, cell-based, HeLa, luciferase luminescence; HeLa PEG-Prom luciferase reporter, overnight; inhibition, % at 20 µM; hit rate 1.7% among 360,000;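 active = inhibition of at least 50% at 20 µM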
aDG glyco act = activators of alpha-DG glycosylation, primary screen, uHTS, Pro5-aDG cells, AlphaScreen; alpha-DG glycosylation AlphaScreen (IIH6); 0% Pro5, 100% B10-LARGE cell signal; activation, % at 10 µM; hit rate 0.22% among 360,000;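 active = activation of at least 8% versus controls, or a plate z-score of at least 8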;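 note: Pro5 are CHO cells carrying HIG-tagged alpha-DG that lacks glycosylation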
iPSC survival up = enhancers of single-cell hiPSC survival, primary screen, ATPlite luminescence. 100% = ROCK inhibitor wells, 0% = DMSO. survival enhancement, % at 20 µM. hit rate 0.044% among 360,000; in the data active = survival enhancement above about 18%;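 note: cells exposed to compounds for 16 hours before the ATP read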
Starred values were filed as active, the others as inactive; . = no result given. Rows are unselected; any-hit rate near 4.4%.

A first look (ten entries):
entry	SMILES	MITF TRPM1 inh	Shn3 3UTR inh	CF NFkB inh	HIF-2a block	NR2E3 ag-1	KKLEB cytotox	NR2E3 ag-2	TWEAK-Fn14 inh	Peg3 prom inh	aDG glyco act	iPSC survival up
1	C#CCOCCOCCOCCNc1nc(N2CCN(C(=O)C([C@@H](C)O)n3cc([C@@H](N)CCCCN)nn3)CC2)nc(N2CCN(C(=O)[C@H](CCCCN)n3cc([C@@H](N)[C@H](C)CC)nn3)CC2)n1 (stereo not given in full)	-3	3	-12	1	.	14	-24	-9	1	0.0	-1.4
2	Cc1ccc(S(=O)(=O)/C(C#N)=C/c2c(N3CC(C)OC(C)C3)nc3c(C)cccn3c2=O)cc1 (stereo not given)	10	11	-6	5	-1	0	6	10	14	0.1	2.1
3	CN(CCc1ccccc1)C(=O)c1ccc(NC(=O)Cc2ccc(NC(=O)C3CCCN(C(=O)C4CCC4)C3)cc2)cc1 (stereo not given)	13	15	11	-13	.	11	-8	32	-16	-0.3	1.1
4	CC(=O)c1ccc(NC(=O)CSc2nc(=O)cc(N)n2-c2ccccc2)cc1	-61	-34	-13	-175	-3	-1	-64	-3	-175	0.0	0.5
5	Cc1ccc(NC(=O)C2C3C=CC(O3)C2C(=O)O)cc1C (stereo not given)	2	-5	-17	13	-1	2	-12	3	-1	-0.1	1.1
6	CCc1nc2ccc(C(=O)NCc3ccccc3OC)cn2c1N(C)Cc1ccc(OC)cc1	.	27	35	-6	.	-11	-28	5	20	0.6	-1.1
7	CS(=O)(=O)N(CC(=O)Nc1ccccc1C(=O)N1CCCC1)c1ccccc1Br	-3	-8	8	15	2	5	-12	19	13	-0.1	-0.1
8	N#CCCN(C(=O)CSc1nnc(-c2ccncc2)n1C1CC1)c1ccccc1	-1	-25	14	10	1	6	2	-11	10	-0.1	0.0
9	Cc1cc(NC(=O)c2ccccc2O)nc(C)n1	6	-7	-6	-15	1	26	-2	3	-3	-0.2	-3.6
10	COc1ccc(N2CCN(C(=O)CCc3nnc4ccc(N5CCOCC5)nn34)CC2)cc1	6	-6	-19	3	6	20	-21	-22	19	0.1	-0.5

All compounds of this part, from the start:
entry	SMILES	MITF TRPM1 inh	Shn3 3UTR inh	CF NFkB inh	HIF-2a block	NR2E3 ag-1	KKLEB cytotox	NR2E3 ag-2	TWEAK-Fn14 inh	Peg3 prom inh	aDG glyco act	iPSC survival up
1	C#CCOCCOCCOCCNc1nc(N2CCN(C(=O)C([C@@H](C)O)n3cc([C@@H](N)CCCCN)nn3)CC2)nc(N2CCN(C(=O)[C@H](CCCCN)n3cc([C@@H](N)[C@H](C)CC)nn3)CC2)n1 (stereo not given in full)	-3	3	-12	1	.	14	-24	-9	1	0.0	-1.4
2	Cc1ccc(S(=O)(=O)/C(C#N)=C/c2c(N3CC(C)OC(C)C3)nc3c(C)cccn3c2=O)cc1 (stereo not given)	10	11	-6	5	-1	0	6	10	14	0.1	2.1
3	CN(CCc1ccccc1)C(=O)c1ccc(NC(=O)Cc2ccc(NC(=O)C3CCCN(C(=O)C4CCC4)C3)cc2)cc1 (stereo not given)	13	15	11	-13	.	11	-8	32	-16	-0.3	1.1
4	CC(=O)c1ccc(NC(=O)CSc2nc(=O)cc(N)n2-c2ccccc2)cc1	-61	-34	-13	-175	-3	-1	-64	-3	-175	0.0	0.5
5	Cc1ccc(NC(=O)C2C3C=CC(O3)C2C(=O)O)cc1C (stereo not given)	2	-5	-17	13	-1	2	-12	3	-1	-0.1	1.1
6	CCc1nc2ccc(C(=O)NCc3ccccc3OC)cn2c1N(C)Cc1ccc(OC)cc1	.	27	35	-6	.	-11	-28	5	20	0.6	-1.1
7	CS(=O)(=O)N(CC(=O)Nc1ccccc1C(=O)N1CCCC1)c1ccccc1Br	-3	-8	8	15	2	5	-12	19	13	-0.1	-0.1
8	N#CCCN(C(=O)CSc1nnc(-c2ccncc2)n1C1CC1)c1ccccc1	-1	-25	14	10	1	6	2	-11	10	-0.1	0.0
9	Cc1cc(NC(=O)c2ccccc2O)nc(C)n1	6	-7	-6	-15	1	26	-2	3	-3	-0.2	-3.6
10	COc1ccc(N2CCN(C(=O)CCc3nnc4ccc(N5CCOCC5)nn34)CC2)cc1	6	-6	-19	3	6	20	-21	-22	19	0.1	-0.5
11	Cc1csc(Nc2ccccc2)[n+]1-c1ccccc1	0	-9	-12	-73	2	5	-29	-16	2	0.3	0.6
12	Cc1ccc(/C=C/C(=O)O)cc1S(=O)(=O)NC1CCS(=O)(=O)C1 (stereo not given)	5	-8	-6	16	0	7	-35	1	1	0.0	4.2
13	O=C(Cn1cnc2c(oc3ccccc32)c1=O)N1CCCC1	12	-45	-2	-44	1	3	-20	-19	-37	-0.1	1.5
14	Cc1ccc(Cl)cc1NC(=O)CCNC(=O)N1CC(=O)Nc2ccccc21	6	2	13	10	-1	13	-13	2	-2	0.1	-0.2
15	COc1cccc(N2CC(C(=O)Nc3nnc(SCC(=O)NCc4ccco4)s3)CC2=O)c1 (stereo not given)	8	0	0	10	1	1	3	12	9	0.0	0.2
16	COCCn1c(CN2CCN(C(c3ccccc3)c3ccccc3)CC2)nc2c1c(=O)n(C)c(=O)n2C	0	-14	3	15	.	6	-33	-2	-6	-0.3	-0.2
17	Cc1cc(NC(=O)CSc2nnnn2-c2ccc(F)cc2)no1	-5	2	-10	11	-2	6	-6	-12	-10	0.0	0.3
18	Cc1nc2ccccc2c(=O)n1NC(=O)/C=C/c1ccccc1	6	-1	16	10	-1	2	7	4	11	-0.1	2.1
19	O=C(NCc1ccncc1)NC12CC3CC(CC(C3)C1)C2	-5	5	14	24	1	0	17	14	-8	-0.2	-0.3
20	Fc1ccc(CNc2cnccn2)cc1	-3	-16	1	-3	-1	2	-6	14	6	0.0	5.4
21	CCOc1cc(N2CCOCC2)c(OCC)cc1NC(=O)CSc1ncccn1	0	39	4	16	-3	4	6	-8	12	0.0	1.7
22	COc1ccccc1N1CCN(C(=O)Cc2ccc(Cl)cc2)CC1	-16	1	-9	-85	4	-1	10	-13	-48	0.1	-0.6
23	O=C(CSc1nc2ccccc2c(=O)n1CCCN1CCOCC1)N1CCN(c2ccccc2)CC1	-6	-101	-14	17	1	-8	15	-12	34	-0.2	-1.1
24	CNC(=O)c1sccc1SCc1ccc(Cl)cc1Cl	-11	8	12	-16	4	-3	26	13	12	0.2	-1.9
25	O=C(/C=C/c1ccco1)NC(=S)Nc1ccc(O)c(-c2nc3ccccc3s2)c1	57	49	6	-49	-4	-4	-47	9	-26	-0.7	-0.1
26	Cc1ccc2oc3c(c(=O)c2c1)C(c1cccc(Br)c1)N(Cc1ccco1)C3=O (stereo not given)	10	12	7	-1	.	-22	-17	-15	13	-0.2	0.2
27	CC(=O)NCc1ccc(-c2nc3ccccc3s2)cc1	1	-77	-20	-163	2	-23	-102	26	-125	-0.2	-1.4
28	Cc1occc1C(=O)NCc1ccc(C(=O)O)o1	16	6	14	7	4	-2	-26	12	14	-0.1	0.8
29	O=C(CCc1ccccc1)NNC(=O)COc1ccccc1	12	-24	-2	4	4	-7	-10	6	-5	0.0	-1.0
30	CCCOc1cccc(-c2cc(C(=O)N/N=C/c3cccnc3)c3ccccc3n2)c1	-3	-19	-4	-144	.	-12	-43	-29	-44	-0.2	-0.2

Further records follow:
entry	SMILES	MITF TRPM1 inh	Shn3 3UTR inh	CF NFkB inh	HIF-2a block	NR2E3 ag-1	KKLEB cytotox	NR2E3 ag-2	TWEAK-Fn14 inh	Peg3 prom inh	aDG glyco act	iPSC survival up
31	O=C1CC(C(=O)Nc2cccc(F)c2)n2ncnc2N1 (stereo not given)	-31	19	6	-2	0	-8	-14	21	-18	-0.5	0.6
32	CNC(C)C(=O)NC(C(=O)N1CCCC1C(=O)NC1CCCc2ccccc21)C(C)C (stereo not given)	27	-1	1	-4	5	-23	-23	12	10	-0.2	1.7
33	Cc1ccc(C(=O)COC(=O)C2CC3CCCC(C2)C3=O)cc1[N+](=O)[O-] (stereo not given)	-4	8	10	8	-7	3	4	-16	2	0.0	0.6
34	CCOCCCN(C(=O)Cn1nnc(-c2ccc(C)o2)n1)C(C(=O)NC1CCCC1)c1ccco1 (stereo not given)	13	0	-8	19	-1	-3	-15	27	-3	0.0	-0.4
35	CCCN1CCC(=O)N(CCSc2ccccc2)CC1	-23	-44	-21	-147	4	-1	-44	4	-187	-0.1	0.0
36	CN(C(=O)COC(=O)c1ccccc1SCC(=O)NC1CCCCCCC1)C1CCS(=O)(=O)C1 (stereo not given)	0	7	1	-9	-5	6	-11	-21	0	-0.1	-2.2
37	Cc1cc(=O)oc2c1c(C(F)(F)F)nn2-c1ccccc1	-1	0	-4	16	4	11	10	16	11	0.1	-0.3
38	CC(=O)N1CCCc2cc(S(=O)(=O)NC(C(=O)NC(C)c3ccccc3)C(C)C)ccc21 (stereo not given)	-1	-1	7	18	3	3	0	-9	16	0.1	-0.5
39	CCCN1CNc2c(c(=O)[nH]c(=S)n2-c2ccc(Cl)cc2)C1	-15	-14	-1	17	0	6	17	12	9	-0.1	-0.3
40	COc1ccccc1NC(=O)CSc1nc2n[nH]c(C)c2c(=N)n1-c1ccccc1Cl	2	60	-12	-11	-2	-15	6	62*	34	-0.2	2.8
41	CC(C)NC(=O)CN1C(=O)c2cccc3cccc1c23	-7	6	4	13	1	1	10	-3	18	0.2	-0.5
42	CC1=NN(C(=O)c2ccccc2Br)C(O)(c2ccc(Cl)cc2)C1 (stereo not given)	-11	-8	11	18	.	4	-33	10	9	0.0	-0.7
43	CCC(C)N1C(=O)C2C(C(=O)Nc3cccc(OC)c3)C3C=CC2(O3)C1C(=O)NC1CCCCC1C (stereo not given)	-1	3	11	2	-3	6	-10	-2	-10	0.9	-0.3
44	CC(C)CN(C(=O)COC(=O)c1ccccc1SCC(=O)NC1CCCCCC1)C1CCS(=O)(=O)C1 (stereo not given)	-7	-14	-18	-15	-2	18	4	0	-10	-0.2	-1.4
45	c1ccc2[nH]c(Cn3nnc4ccccc43)nc2c1	3	2	10	-22	0	4	-12	25	-9	-0.1	-0.2
46	O=C(O)c1ccc(NC(=S)NC(=O)c2cccnc2)cc1	11	-4	-4	18	5	8	1	12	5	0.0	0.0
47	Nc1nc(-c2cccs2)c(NC(=O)c2ccccc2)s1	-11	-9	-18	1	-4	8	-16	-7	-2	2.8	3.2
48	COc1ccc(C(CNC(=O)Cc2cccs2)N(C)C)cc1 (stereo not given)	6	-4	-14	-48	2	-4	-8	6	-15	0.0	-0.1
